Source: PubChem (National Center for Advancing Translational Sciences (NCATS))
Giardia killer – Small Molecules that selectively kill Giardia lamblia: qHTS; Giardia lamblia trophozoite viability; 0.15% of 340,000 active; AID 540267, 2011; activity change, % at 7.66 µM, hits read low; in the data active = activity change below about -80%; inconclusive = between about -30% and that limit;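 also: parasites exposed to compound for two days anaerobically before the ATP read; % is scaled to controls: 0 for no effect and ±100 for the full control effect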
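Trophozoites 100 cells/well + cpd; 48 hrs, 37 deg C, anaerobic. ATPLite 1-Step added, 15-30 min RT, luminescence read (ATP-based viability).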
p53 reactivator – qHTS assay for re-activators of p53 using a Luc reporter | H1299 p53-A138V BP100-luciferase reporter, luminescence, 24 h | Potency, µM (highest dose often 92.2 µM), inactives show top-dose activity change, positive = activation, most hits filed as activators | 0.063% of 320,000 active | AID 504706, 2011; also: potency is read from the fitted curve at half-maximal effect; % of control where 0% means no effect; nearly all actives have a fitted effect of over 45% in size
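p53-null H1299 cells stably carrying temperature-sensitive p53-A138V and a BP100-luciferase reporter were pinned with compounds (4-point, 1:5 series) and held 24 hrs at 37 deg C. Luminescence was read 10 min after detection reagent.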
BRCA1 expr up – qHTS Assay to Identify Small Molecule Activators of BRCA1 Expression | Potency, µM (doses to about 46.1 µM), without a hit: at the highest dose activation, actives largely listed as activators | 1.1% of 380,000 active | MCF7-BRCA1-FFLuc reporter, luminescence, 48 h; response scale: scaled: vehicle 0%, 10 µM genistein 100% | AID 624202, 2012; also: potency is read from the fitted curve at half-maximal effect; nearly all actives have a fitted effect of over 80% in size; some results filed as inactive show a strong effect at the top dose
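Using MCF7 cells harboring a BRCA1 firefly luciferase reporter, plated 2 h before compound pinning, the screen measured luminescence after 48 h incubation. Responses were normalized to DMSO and 10 microM genistein, then fitted for concentration-effect.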
ELG1 genotox – qHTS screen for small molecules that induce genotoxicity in human embryonic kidney (HEK293T) cells expressing luciferase-tagged ELG1; HEK293T ELG1-luciferase reporter, luminescence, 16 h; Potency, µM (titrated, usually from 46 µM), for the others: at the top dose activity change, positive = activation, most hits filed as activators; 1.3% of 330,000 active; also: potency is read from the fitted curve at half-maximal effect; % of control where 0% means no effect; nearly all actives have a fitted effect of over 60% in size
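Step 1: seed 2,000 HEK293T ELG1-luciferase cells per well. Step 2: add compound or DMSO, incubate 16 hr at 37 °C. Step 3: ONE-Glo, 30 min at room temperature, read luminescence.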
* = called active by the depositor; ? = inconclusive; [ ] = remark or other dose. Unless noted, calls follow the shape of the dose curve; as a rule, active = well fitted activation curve with a large enough effect; inconclusive = small, poorly fitted or top-dose-only effect; inactive = no such curve, though single readings can be large or run the other way. These rows are one share of the data; the hit share may differ from the screen's.

SMILES	Giardia killer	p53 reactivator	BRCA1 expr up	ELG1 genotox
C[C@]12c3[nH]c4ccc(Cl)cc4c3CCN1C(=O)[C@@H](CC(=O)NCc1ccco1)C[C@@H]2C(=O)N1CCCCC1	5	-10%	-65%	-11%
Cc1noc(C)c1NC(=O)Nc1cccc2c1O[C@H](CN(C)C(=O)Nc1ccc3c(c1)OCO3)[C@@H](C)CN([C@H](C)CO)C2=O	-11	7%	1%	-2%
CCOc1ccc(S(=O)(=O)NN=C(C)c2cccnc2)cc1	0	0%	-13%	2%
Cc1ccc(SCC(=O)NNC(=O)c2cncc(Br)c2)cc1	-5	4%	-24%	0%
CSc1ncccc1C(=O)NCC(c1ccco1)N1CCCCC1 (centres undefined)	9	-2%	-14%	1%
COc1ccc(NC(=O)Nc2cccc3c2O[C@H](CN(C)S(=O)(=O)c2ccc(F)cc2)[C@@H](C)CN([C@H](C)CO)C3=O)cc1	12	-5%	-7%	-2%
Cc1nn(CC(=O)Nc2ccc(N3CCOCC3)cc2)c(C)c1[N+](=O)[O-]	-4	5%	-16%	-1%
CCCCN(C(=O)c1cnccn1)c1c(N)n(CCC)c(=O)[nH]c1=O	13	1%	1%	4%
CNC[C@H]1Oc2c(NS(=O)(=O)c3ccccc3)cccc2C(=O)N([C@H](C)CO)C[C@@H]1C	10	0%	-6%	-1%
O=C(NCc1ccco1)c1cc(-c2ccccc2)nn1CC1CC(c2cccc([N+](=O)[O-])c2)=NO1 (centres undefined)	32[activator]	1%	-4%	-5%
Cc1ccc(S(=O)(=O)N(C)C[C@@H]2Oc3ccc(NS(C)(=O)=O)cc3CC(=O)N([C@H](C)CO)C[C@@H]2C)cc1	5	-1%	3%	1%
COc1ccc(CNC(=O)C[C@H]2C[C@H](C(=O)N(C(C)C)C(C)C)[C@@]3(C)c4[nH]c5ccc(Cl)cc5c4CCN3C2=O)cc1OC	38[activator]	1%	-32%	-7%
O=C(OCc1c(-c2ccccc2)ncc2ccccc12)c1ccccc1C(F)(F)F	3	11%	4%	-5%
COc1ccc(C2(C)NC(=O)N(CC(=O)N(c3ccccc3)C3CCS(=O)(=O)C3)C2=O)cc1 (centres undefined)	13	-4%	22%	-2%
Cc1ccc(NC(=O)CNc2cc(S(=O)(=O)N3CCOCC3)ccc2N2CCOCC2)cc1S(=O)(=O)N(C)C	6	-7%	-13%	2%
CCOC(=O)CCCCCC(=O)Nc1ccc2c(c1)CC(=O)N([C@@H](C)CO)C[C@@H](C)[C@@H](CN(C)C(=O)Nc1ccc(C(F)(F)F)cc1)O2	1	0%	0%	-2%
CCC1Nc2ncnc(N3CCOCC3)c2N(Cc2ccc(OC)cc2)C1=O (centres undefined)	5	-6%	10%	3%
CCOc1ccc(C(C)=O)cc1COC(=O)CNC(=O)C12CC3CC(CC(C3)C1)C2	-16	1%	-32%	-8%
CCOC(=O)[C@@H]1[C@H]2COc3cc(OC)ccc3[C@H]2N2C(=O)N(c3ccc(Br)cc3)C(=O)[C@]12C	6	-5%	-9%	0%
CN1C(=O)[C@H]2[C@@H](/C=C/c3ccccc3)N3C(=O)CN(Cc4ccccn4)C(=O)[C@@]3(Cc3ccccc3)[C@H]2C1=O	8	-2%	7%	0%

Reformatted as labelled records: entries from further up.
Molecule: Cc1noc(C)c1NC(=O)Nc1cccc2c1O[C@H](CN(C)C(=O)Nc1ccc3c(c1)OCO3)[C@@H](C)CN([C@H](C)CO)C2=O
  Giardia killer: -11
  p53 reactivator: 7%
  BRCA1 expr up: 1%
  ELG1 genotox: -2%
Molecule: CNC[C@H]1Oc2c(NS(=O)(=O)c3ccccc3)cccc2C(=O)N([C@H](C)CO)C[C@@H]1C
  Giardia killer: 10
  p53 reactivator: 0%
  BRCA1 expr up: -6%
  ELG1 genotox: -1%
Molecule: C[C@]12c3[nH]c4ccc(Cl)cc4c3CCN1C(=O)[C@@H](CC(=O)NCc1ccco1)C[C@@H]2C(=O)N1CCCCC1
  Giardia killer: 5
  p53 reactivator: -10%
  BRCA1 expr up: -65%
  ELG1 genotox: -11%

Next part:
SMILES	Giardia killer	p53 reactivator	BRCA1 expr up	ELG1 genotox
COC(=O)[C@]1(Cc2ccccc2)N[C@H](CN(C)C(=O)Nc2ccc(C(F)(F)F)cc2)[C@@H]2C(=O)N(C)C(=O)[C@@H]21	-29	-4%	-14%	0%
Cc1ccc(S(=O)(=O)N2CCOCC2)cc1C(=O)OCC(=O)NCCc1ccc(F)cc1	17	8%	-6%	2%
COC(=O)[C@@]1(C)[C@H]2C(=O)N(C)C(=O)[C@H]2[C@H]2CN=C(SCC(=O)c3ccccc3)N21	-11	27%	8%	12%
C=CCC[C@@H](Cc1ccc(F)cc1)C(=O)OC[C@H](Cc1c[nH]c2ccccc12)NC(=O)[C@@H](CC=C)CC(=O)NCCO	1	1%	-47%	-6%
O=C(Cc1ccsc1)OCC(=O)c1ccccc1	-1	-2%	-10%	-3%
CC(=O)C[C@H](O)CC(=O)[C@H]1OC(=O)CCCCCCCCc2ccccc21	1	-4%	-7%	1%
CN(C(=O)C1CCCCN1S(=O)(=O)c1ccccc1)c1ccccc1 (centres undefined)	2	-8%	-26%	-1%
CCCCC[C@@H]1C=C(C(=O)O)[C@H](c2ccc(Cl)c(Cl)c2)N1S(=O)(=O)c1ccc(C)cc1	?	12%	-4%	0%
Cc1ccc(NC(=O)CNNC(=O)c2cccc([N+](=O)[O-])c2)cc1[N+](=O)[O-]	-9	-11%	-31%	3%
COc1ccc(-c2cc(C(=O)OCC(=O)NC3CC3)c3ccccc3n2)cc1OC	-9	3%	-5%	-1%
O=C(NC1CCCCC1)c1ccc(-n2cncn2)c([N+](=O)[O-])c1	-13	2%	-24%	2%
Nc1ncnc2c1ncn2[C@@H]1O[C@H](CNS(=O)(=O)CCCCl)[C@@H](O)[C@H]1O	8	0%	17%	5%
COc1ccc(NC(=O)Nc2ccc3c(c2)C(=O)N([C@H](C)CO)C[C@H](C)[C@@H](CN(C)C(=O)NC(C)C)O3)cc1	1	0%	-9%	2%
Cc1nc(SCc2nc3ccc([N+](=O)[O-])cc3[nH]2)c2oc3ccccc3c2n1	-4	-4%	-3%	-9%
C[C@@H]1CN([C@@H](C)CO)C(=O)c2cccc(NC(=O)C3CCOCC3)c2O[C@H]1CN(C)S(=O)(=O)c1ccc(Cl)cc1	8	1%	0%	1%
COc1ccc(C(=O)N2CCC2)cc1S(=O)(=O)NCc1ccc(Cl)cc1	-11	4%	8%	2%
Cc1c(C=NNC(=O)c2ccc(Br)cc2)c2ccccn2c1C(=O)c1ccncc1	6	4%	-12%	-1%
O=C(C[C@@H]1C/C=C\CCCC(=O)OC[C@@H]2CCCN2C1=O)N[C@@H](CO)Cc1ccccc1	-25	-4%	15%	2%
C=CC[C@@H](CC(=O)OC(C)(C)C)C(=O)OC[C@@H]1CCCN1C(=O)[C@@H](CC=C)CC(=O)N[C@@H](CO)Cc1ccccc1	10	-3%	0%	-2%
Cc1cc(C)n2nc(C(=O)OCC(=O)c3ccccc3)nc2n1	-7	1%	20%	9%
C[C@H](CO)N1C[C@H](C)[C@@H](CN(C)C)Oc2c(NC(=O)CCC(F)(F)F)cccc2C1=O	-18	1%	6%	-1%
CC(NCC(=O)Nc1ccccc1C(=O)NC1CC1)c1cccs1 (centres undefined)	14	-4%	-12%	1%
COc1cc(C(=O)N[C@H](C(=O)NC2CCCc3ccccc32)C(C)C)cc(OC)c1OC (some centres undefined)	8	-8%	-19%	-2%
Cc1ccc(C(=O)OCC(=O)NCCc2ccc(F)cc2)cc1S(=O)(=O)N1CCOCC1	-10	-2%	2%	1%
NS(=O)(=O)c1cccc(NC(=O)c2cccc(S(=O)(=O)N3CCCCCC3)c2)c1	15	2%	-13%	-4%
CCCCN1C(=O)C(=O)N(CC(=O)Nc2ccccc2C(C)=O)C1=O	-11	-7%	22%	-3%
COc1cc(NC(=O)c2ccc(S(=O)(=O)N(C)c3ccccc3OC)cc2)cc(OC)c1	-8	-7%	-11%	-7%
CCOc1ncccc1C(=O)OCC(=O)NCc1ccc(C(=O)OC)cc1	12	9%	19%	0%
Cc1nc(SCC(=O)N2CCCC2=O)nc(C)c1C	-4	16%	-4%	2%
C#CCOCCOCCOCCNc1nc(N2CCOCC2)nc(N2CCN(C(=O)[C@H](CO)n3cc([C@@H](N)C(C)C)nn3)CC2)n1	28	5%	5%	3%
C[C@@H]1CN([C@@H](C)CO)C(=O)c2cc(NC(=O)C3CC3)ccc2O[C@H]1CN(C)C	10	-1%	2%	3%
Cc1ccc(NC(=O)Cn2cnc(C(=O)Nc3ccc(C)c(C)c3)n2)cc1C	7	1%	9%	17%
O=C(COC(=O)c1ccc(Br)c(S(=O)(=O)N2CCOCC2)c1)NC1CC1	-4	9%	-18%	-2%
Cc1nc2ccc(NS(=O)(=O)c3ccc(F)c(F)c3F)cc2s1	6	-3%	-20%	-3%
COc1ccc(NC(=O)COC(=O)CCc2ccc(S(=O)(=O)N3CCOCC3)cc2)cc1OC	13	1%	5%	1%
CCN(C[C@H]1N[C@@](CC)(C(=O)OC)[C@H]2C(=O)N(Cc3ccccc3)C(=O)[C@@H]12)S(=O)(=O)c1ccc(-c2ccccc2)cc1	-7	-4%	-12%	-1%
CC(C)(C)NC(=O)C[C@H]1C[C@H](C(=O)N2CCCCC2)[C@@]2(C)c3[nH]c4ccc(Cl)cc4c3CCN2C1=O	-7	-6%	2%	-2%
COc1ccc(CNC(=O)CC2C[C@H](C(=O)N3CCCCC3)[C@@]3(C)c4[nH]c5ccccc5c4CCN3C2=O)cc1OC (some centres undefined)	-4	-5%	-6%	-3%
O=C(C[C@@H]1C/C=C\C[C@H](NC(=O)OCC2c3ccccc3-c3ccccc32)C(=O)OC[C@@H]2CCCN2C1=O)NCCO	9	1%	0%	1%
CC(C)(C)OC(=O)C[C@H]1C/C=C\C[C@H](CC(=O)N[C@H](CO)Cc2ccccc2)C(=O)N[C@@H](Cc2ccccc2)COC1=O	5	12%	-1%	-2%
Cc1ccc(C(=O)Nc2cccc(C(F)(F)F)c2)cc1NC(=O)c1[nH]cnc1C(N)=O	0	9%	-15%	5%
O=C1CN(C(=O)COC(=O)c2ccc([N+](=O)[O-])s2)c2ccccc2N1	12	-10%	-86%	-5%
N#CCC(=O)Nc1ccc(C(=O)OCC(=O)NC2CCCc3ccccc32)cc1 (centres undefined)	-6	1%	-14%	-1%
Cc1ccc(S(=O)(=O)NCCNc2ccc(Br)c(C)c2)cc1	-1	-3%	-7%	1%
COc1ccc(NC(=O)COC(=O)CCNC(=O)c2ccco2)cc1Cl	11	0%	-14%	1%
Cc1cc(C(=O)NN=Cc2c(C)[nH]c3ccccc23)c(C)o1	10	7%	-53%	4%
COc1ccc2[nH]c3c(c2c1)CCN1C(=O)C(CC(=O)NCCC2=CCCCC2)C[C@H](C(=O)N(C(C)C)C(C)C)[C@@]31C (some centres undefined)	18	6%	-68%	-3%
COc1ccccc1N(CC(=O)Nc1cc(S(=O)(=O)N(C)C)ccc1C)S(=O)(=O)c1cccs1	8	-5%	-31%	-4%
O=S1(=O)CCOC(CO)CN1Cc1ccc(Cl)c(Cl)c1 (centres undefined)	1	-9%	16%	6%
CN(Cc1nc2ccccc2c(=O)[nH]1)C(=O)c1cccc(S(=O)(=O)N2CCc3ccccc32)c1	10	9%	-21%	-1%
C#CCOCCOCCOCCNc1nc(N2CCN(C(=O)[C@H](CCCN=C(N)N)n3cc(C(N)[C@@H](C)CC)nn3)CC2)nc(N2CCN(C(=O)[C@H](CCCCN)n3cc([C@@H](N)CC(N)=O)nn3)CC2)n1 (some centres undefined)	-1	2%	-10%	1%
COc1ccc(Cl)cc1NC(=O)COC(=O)Cc1cc(OC)c(OC)c(OC)c1	5	10%	-24%	0%
CN(C(=O)c1cccc(NC(=O)C2CCCN(C(=O)OC(C)(C)C)C2)c1)C1CCC1 (centres undefined)	-11	0%	-19%	-3%
C[C@H](CO)N1C[C@H](C)[C@@H](CN(C)C(=O)NC2CCCCC2)Oc2c(NS(=O)(=O)c3cccs3)cccc2C1=O	-1	-2%	0%	0%
CCOc1ccc(OCCCC(=O)N(C)CC(=O)Nc2ccccc2Br)cc1	0	-8%	-2%	-1%
